Compound activity from PubChem BioAssay.
TTR transcr act – increases transthyretin transcription | SH-SY5Y TTR promoter Gaussia luciferase, luminescence; 100% = recombinant luciferase protein wells | activation, % at 16.7 µM | 92,000 tested, 1.3% active | AID 1117267;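 active = activation above the mean of all tested compounds plus 3 SD, cut at about 9.5% in these data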;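 also: cells exposed to compounds for one day before reading; 0% = median of all test compound wells on the plate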
Active calls of the source: *.

TTR transcr act | SMILES
-2.1 | CC(C)CCNC(=O)Cn1c(=O)oc2cc(S(=O)(=O)N3CC(C)CC(C)C3)ccc21 (stereo not given)
1.5 | Cc1ccn2c(CNCCn3cccn3)c(C(=O)N3CCCCCC3)nc2c1
4.2 | CC(C)(C)NC(=O)C(=O)NNC(=O)c1ccco1
0.9 | CC(=O)n1cc(Nc2ccccc2C(=O)O)c2ccccc21
3.7 | O=C(NCc1cccnc1)c1cccc(-c2cc3ccccc3oc2=O)c1
0.2 | COc1ccc(/C=C/c2nc3ccccc3n2Cc2ccc(OC)c(OC)c2)cc1
-0.3 | C=CCC[C@@H](Cc1ccc(F)cc1)C(=O)OC[C@@H](NC(=O)[C@H](CC=C)CC(=O)NCCO)C(C)(C)C
1.2 | Cc1ccc(O)c(C(=O)c2coc(=N)c(C(=O)NC(C)C)c2)c1
-5.6 | COC(=O)c1cnc2c(C(F)(F)F)cccc2c1OC
-3.0 | O=C(C1CCCC1)N1CCN=C1SCc1cccc([N+](=O)[O-])c1
-1.2 | Cc1csc(NC(=O)COCC(=O)O)c1-c1nc2ccccc2s1
0.3 | CCOC(=O)C1CCN(CC(=O)c2c(C)[nH]c3cc(C)ccc23)CC1
1.4 | CCOc1ccc(C2NC(=O)c3sc(=S)n(-c4ccccc4)c3N2)cc1 (stereo not given)
-0.2 | COc1ccccc1NC(=O)Cc1nnc(SCC(=O)NC2=NCCS2)n1C
7.3 | CCOc1ccc(C(=O)N2CCCN(C(=O)c3ccc(OCC)cc3)CC2)cc1
-0.1 | CCN(CC)CCSc1nc2c([nH]1)c(=S)n(C)c(=O)n2C
0.0 | COC(=O)C(CCSC)NC(=O)c1cc2c(n(-c3ccc(C)cc3)c1=O)CCCC2=O (stereo not given)
-1.8 | COc1ccc(CNC(=O)COC(=O)/C=C/c2cccc(Br)c2)cc1
-0.1 | CC(=O)Nc1ccc(-c2ccnc3c2CC(C(=O)NCc2cccc(Cl)c2)O3)cc1 (stereo not given)
8.7 | O=C(COc1ccccc1)Nc1ccccc1NS(=O)(=O)c1cccs1
-1.8 | COC(=O)c1sc(N)c(C(=O)OC)c1COC(=O)CNS(=O)(=O)c1ccc(C)cc1
-1.5 | O=C(CSc1nnc(-c2ccco2)n1-c1ccccc1)Nc1c(Cl)cc(Cl)cc1C(=O)O
0.7 | COc1ccc(CCN(C)C(=O)c2cc(-c3ccc(C)cc3)nc3ccccc23)cc1OC
1.0 | O=C1Nc2ccccc2C(O)(C(=O)NC2CC2)N1c1ccc(Cl)c(Cl)c1 (stereo not given)
-1.7 | CC1CCCCC1NC(=O)COC(=O)/C=C/c1ccco1 (stereo not given)

Arranged by formula weight (smallest number first): some entries from above.
TTR transcr act | SMILES
4.2 | CC(C)(C)NC(=O)C(=O)NNC(=O)c1ccco1
1.2 | Cc1ccc(O)c(C(=O)c2coc(=N)c(C(=O)NC(C)C)c2)c1
0.3 | CCOC(=O)C1CCN(CC(=O)c2c(C)[nH]c3cc(C)ccc23)CC1
-1.8 | COc1ccc(CNC(=O)COC(=O)/C=C/c2cccc(Br)c2)cc1
-0.1 | CC(=O)Nc1ccc(-c2ccnc3c2CC(C(=O)NCc2cccc(Cl)c2)O3)cc1 (stereo not given)
-1.5 | O=C(CSc1nnc(-c2ccco2)n1-c1ccccc1)Nc1c(Cl)cc(Cl)cc1C(=O)O

New compounds follow
TTR transcr act | SMILES
0.2 | CCOC(=O)c1ccc(CNC(=O)CCC(=O)O)cc1
-0.3 | CC(C)c1ccc(NC(=S)Nc2ccc3[nH]c(=O)[nH]c3c2)cc1
5.4 | O=C(N/N=C/c1cc([N+](=O)[O-])ccc1O)c1cccc(NC(=O)c2cccc(Cl)c2)c1
3.2 | Cn1c(O)c(C=Nc2ccc(N3CCOCC3)cc2)c(=O)n(C)c1=S
12* | Cc1cccc(N2CCN(C(=S)NC3CCCCC3)CC2)c1C
-0.2 | COc1ccc(N(CC(=O)NCCc2ccccc2)C(=O)c2csnn2)cc1OC
0.1 | Cc1cccc(C(C)(C)C)c1OCCOCCN1CCCC1
3.3 | O=C(COC(=O)C1CC1)NCc1ccccc1Cl
1.5 | Cc1ccc(NC(=S)NCc2ccc(F)cc2)c(C)c1
-0.9 | CCCn1c(SCC(=O)N(CC)CC)nnc1-c1ccncc1
-1.6 | Cc1ccc(N2CCN(S(=O)(=O)c3cccs3)CC2C)cc1 (stereo not given)
-0.6 | CCOCCOC(=O)C1=C(C)NC(=O)NC1c1ccc2c(c1)OCO2 (stereo not given)
-3.0 | Cc1ccc(S(=O)(=O)NC(CC(=O)N2CCc3ccccc32)c2ccco2)cc1 (stereo not given)
6.8 | Fc1ccc(-c2cn3cc(C(F)(F)F)cc(Cl)c3n2)cc1
6.2 | CC(C)=C(C)c1cc2nc(NCCCN(C)C)n(C)c(=O)c2s1
4.1 | O=[N+]([O-])c1ccc(Cc2ccccn2)cc1
2.0 | CC1(C)SC[C@H](C(=O)Nc2cccc(Cl)c2)N1C=O
-3.0 | O=C(COc1ccccc1Cl)Nc1ccc(CN2CCOCC2)cc1
2.7 | COc1ccc2c(c1)NC(=O)CC(c1ccccc1)=N2
0.9 | Cc1cc(C)c2c(c1)-c1cc(C)nn1C(c1ccc3c(c1)OCO3)N2 (stereo not given)
2.6 | O=C(CSc1ccc2nnc(-c3ccncc3)n2n1)Nc1ccc2c(c1)OCO2
-2.6 | C[C@@H]1CCCN1c1ccc2c(c1)O[C@H]1CCN(C1)S2(=O)=O
-1.2 | Cc1ccc(-c2ccc(SCC(=O)Nc3nonc3C)nn2)cc1
2.2 | O=C(NC1CCCC1)C(c1ccsc1)N(CCc1ccccc1)C(=O)Cc1cccs1 (stereo not given)
0.9 | COC(=O)NC1(C(F)(F)F)C(=O)Nc2c1c(=O)n(C)c(=O)n2C (stereo not given)

A different layout for 4 compounds above:
Cc1ccc(O)c(C(=O)c2coc(=N)c(C(=O)NC(C)C)c2)c1
  TTR transcr act = 1.2
O=C(NC1CCCC1)C(c1ccsc1)N(CCc1ccccc1)C(=O)Cc1cccs1 (stereo not given)
  TTR transcr act = 2.2
COc1ccc(N(CC(=O)NCCc2ccccc2)C(=O)c2csnn2)cc1OC
  TTR transcr act = -0.2
O=C1Nc2ccccc2C(O)(C(=O)NC2CC2)N1c1ccc(Cl)c(Cl)c1 (stereo not given)
  TTR transcr act = 1.0

(next part)
TTR transcr act | SMILES
-0.4 | COc1cc(C=O)ccc1OCCCOc1ccc([N+](=O)[O-])cc1
-1.4 | O=C(N/N=C/c1ccc(Br)o1)/C(=C/c1ccc([N+](=O)[O-])cc1)NC(=O)c1ccccc1
0.2 | Cc1oc(-c2ccccc2)[n+]([O-])c1C
0.8 | O=C(COC(=O)CCC(=O)c1cccs1)Nc1ccc(Cl)cn1
-1.6 | Fc1ccc(Nc2ccnc(Nc3ccc(F)cc3)n2)cc1
2.1 | COc1ccccc1-c1nnc(NC(=O)CSc2nncn2C)s1
1.9 | Cn1cc(C(=O)NC2CCCCCC2)c(=O)c2cc(S(=O)(=O)N3CCCC3)ccc21
1.7 | CC1Cc2ccccc2N1S(=O)(=O)c1cnc(Cl)c(Br)c1 (stereo not given)
0.4 | O=C1CC(c2ccc(O)cc2)Oc2ccccc21 (stereo not given)
3.4 | CCOC(=O)C1CCN(C(=O)CCN2C(=O)C3C4C=CC(C4)C3C2=O)CC1 (stereo not given)
-0.5 | CCN1CCN(C(=O)CN(c2cccc(Br)c2)S(=O)(=O)c2ccccc2)CC1
0.6 | Nc1ccn([C@@H]2O[C@H](CNCc3cc(Cl)ccc3OCc3ccc(Cl)cc3)[C@@H](O)[C@H]2O)c(=O)n1
0.2 | CC(C)(C)N1CC(C(=O)Nc2ccc(C#N)cc2)CC1=O (stereo not given)
1.2 | COC(=O)c1sc(C(C)(C)C)cc1CS(=O)(=O)c1ccccn1
-2.5 | Cc1ccnc(SCc2cc(=O)c(OC(=O)c3ccccc3)co2)n1
0.9 | CCOC(=O)COc1cc(O)c2c(=O)cc(-c3ccccc3)oc2c1
-1.1 | O=C(Nc1ccccc1)c1ccc(-c2ccccc2C(F)(F)F)o1
0.4 | Cc1nnsc1C(=O)N/N=C/c1ccccc1Cl
-1.9 | O=C(c1cccs1)N1CCc2c([nH]c3ccccc23)C1c1ccccn1 (stereo not given)
-2.0 | NS(=O)(=O)c1cccc(NC(=O)COC(=O)c2cc([N+](=O)[O-])ccc2N2CCCC2)c1
-5.6 | Cc1ccc(NC(=O)/C=C/c2ccco2)cc1S(=O)(=O)N1CCCCCC1
3.2 | O=C(CSc1nnc2n1CCCCC2)Nc1ccc(N2CCOCC2)cc1
-0.2 | COc1cc2ccccc2cc1C(=O)NC1CCCC1
-1.1 | Cc1ccc(-n2c(O)c(C=Nc3cc(C)on3)c3ccccc3c2=O)c(C)c1
6.4 | CCCOc1ccc(/C=c2\sc3nc(-c4ccco4)nn3c2=O)cc1OCC
-1.0 | CCCC(=O)n1nc(-c2ccc(OC)cc2)nc1N
0.7 | CCCNC(=O)Cn1cnc2sc(C(=O)N3CCN(c4ccc(F)cc4)CC3)c(C)c2c1=O
-0.9 | O=C1C2C(C(=O)N1/N=C/c1cc([N+](=O)[O-])c(O)cc1O)C1C=CC2C12CC2 (stereo not given)
0.5 | Cc1n[nH]c(=S)n(NC(=O)CC(=O)Nn2c(=S)[nH]nc(C)c2=O)c1=O
0.6 | [N-]=[N+]=CC(=O)C(c1ccccc1)(c1ccccc1)c1ccccc1
0.0 | O=C(OCCCN=C1NS(=O)(=O)c2ccccc21)c1ccc([N+](=O)[O-])cc1
-1.0 | COc1cccc(N(C)C(=O)[C@@H](C2CC2)[C@@H](O)c2ccc(Cl)cc2)c1
-2.7 | CCOc1cc(/C=N/NC(=O)c2ccncc2)ccc1OC(=O)c1ccccc1
4.4 | CC1CC(=O)N(c2ccc(C(C)C)cc2)C(=O)C1
-0.2 | Cc1ccccc1N/C(SCc1cccc(Br)c1)=C(/C#N)C(N)=O
4.6 | CC(C)(C)[C@@H]1COC(=O)[C@@H](NC(=O)OCC2c3ccccc3-c3ccccc32)C/C=C\C[C@@H](CC(=O)NCCO)C(=O)N1
0.1 | Cc1cccc(C)c1NC(=O)C(Cl)=C(Cl)Cl
-1.5 | COC(=O)C[C@H]1CC[C@@H]2[C@@H](COc3ccc(NS(=O)(=O)c4ccccc4Cl)cc3C(=O)N2C)O1
0.5 | O=C(O)C(c1ccccc1)c1ccccc1
1.7 | CCC1=NN2C(=N)/C(=C/c3c(C)nn(-c4ccccc4)c3Cl)C(=O)N=C2S1
0.1 | COc1ccc(CCn2c(=N)c(C(=O)NCC3CCCO3)cc3c(=O)n4ccccc4nc32)cc1OC (stereo not given)
-1.8 | CCOc1cc(/C=C2\N=C(SCC)SC2=O)cc([N+](=O)[O-])c1OC(C)=O
3.7 | COc1ccc2cc(C#N)c(SCC(=O)NNC(=O)Cc3ccccc3)nc2c1
1.6 | CCCCNC(=O)O[C@H]1CC[C@@]23CCCN2C(=O)CCC[C@H]3C1
-1.0 | Cc1[nH]n(C)c(=O)c1C(=O)c1c(-c2ccccc2Cl)noc1C
5.7 | CSCCC(NS(=O)(=O)c1cccc(C(F)(F)F)c1)C(=O)N(C)Cc1ccc2c(c1)OCCO2 (stereo not given)
3.2 | O=C(COC(=O)c1ncc(Cl)c(Cl)c1Cl)Nc1ccccc1OC(F)F
-3.1 | Cc1ccc(N(C(C)C(=O)N2CCCCC2)S(C)(=O)=O)cc1C (stereo not given)
0.1 | Cc1ccc(-n2nc3c(=O)n(CC(=O)NCc4ccccn4)nc(C)c3c2C)cc1
-0.6 | O=C(c1cc(-c2ccc(Cl)cc2)n[nH]1)N1CCN(C(=O)c2ccco2)CC1

The list goes on:
TTR transcr act | SMILES
-1.3 | CCc1cc(/C(Cc2ccc3ccccc3n2)=N\O)c(O)cc1O
4.0 | COc1cccc(NC(=O)[C@@H]2CCCN2C(=O)[C@@H]2Cc3ccccc3CN2C(=O)OC(C)(C)C)c1
-4.3 | COc1ccc(-c2csc(Nc3ccc(C)cn3)n2)cc1
0.3 | COCCOc1cc(COC)nc(-c2cccc(C)c2)n1
1.4 | OCCN1CCN(c2nc(NCc3ccco3)c3ccccc3n2)CC1
-0.9 | Cc1cccc(C(=O)NC(CC(=O)O)c2ccc(OC3CCCC3)cc2)c1[N+](=O)[O-] (stereo not given)
-2.0 | C/C(=N\NC(=O)CC1N=C(Cc2ccccc2)NNC1=O)c1ccc(Br)cc1 (stereo not given)
18* | COC(=O)C1=C(N)Oc2cc(C)n(Cc3cccnc3)c(=O)c2C1c1ccc(OC)c(OC)c1 (stereo not given)
3.2 | CC(=O)c1ccc2c(c1)OCCOCCOCCOCCOCCO2
2.1 | CC(OC(=O)CC1CCCC1)C(=O)Nc1ccc(Cl)cn1 (stereo not given)
2.4 | Cc1csc(NC(=O)C2CCN(S(=O)(=O)c3cccs3)CC2)n1
1.5 | O=C(NCc1ccccc1Cl)C1CCC(CNc2c(N3CCCCC3)c(=O)c2=O)CC1 (stereo not given)
0.4 | Cc1cccc(C)c1NC(=O)C1(C)CCC(=O)N1CCCn1ccnc1 (stereo not given)
4.1 | N#Cc1ccc(OCC(=O)N2CCc3ccccc32)cc1
-0.6 | COc1ccc(S(=O)(=O)N2CCN(C(=O)C3COc4ccccc4O3)CC2)cc1 (stereo not given)
1.2 | NC(=O)CN(c1ccc(Oc2ccccc2)cc1)S(=O)(=O)c1ccccc1
-0.5 | CCOC(=O)N(Cc1ccccc1)Cc1ccc(C(=O)N[C@@H](Cc2ccccc2)C(=O)O)cc1
-0.9 | CCOc1ccc2nc(NC(=O)/C=C/c3ccc4c(c3)OCO4)sc2c1
2.5 | COc1ccc(CSc2nnnn2Cc2ccccc2)cc1OC
-1.9 | O=C(CCCc1c[nH]c2ccccc12)N1CCCCCC1
1.1 | O=C(CN1C(=O)c2ccccc2C1=O)NCCc1c[nH]c2ccc(Cl)cc12
0.7 | CC1(C)Cc2nc3sc4c(NCCO)ncnc4c3cc2CS1
-0.6 | CCOc1ccc(-n2c(SCc3ccc([N+](=O)[O-])cc3)nnc2-c2ccc(OC)cc2)cc1
0.3 | O=C(CSc1nc(O)cc(=O)n1-c1ccccc1)NCc1ccccc1

Individual results from the list.
Cc1csc(NC(=O)C2CCN(S(=O)(=O)c3cccs3)CC2)n1 – TTR transcr act = 2.4
CCc1cc(/C(Cc2ccc3ccccc3n2)=N\O)c(O)cc1O – TTR transcr act = -1.3
O=C(NCc1ccccc1Cl)C1CCC(CNc2c(N3CCCCC3)c(=O)c2=O)CC1 (stereo not given) – TTR transcr act = 1.5

Only part of the results is shown; rates above refer to the full screens.
